FBA Mtb inh – Mtb fructose-bisphosphate aldolase inhibition; inhibition, % at 1 µM; purified M. tuberculosis FBA, fluorescence read-out; 2.3% of 360,000 active; P9WQA3; in the data active = inhibition above about 27%;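 note: 0% = vehicle and 100% = reference inhibitor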
MazF activator – MazEF (E. coli) toxin RNase activation | 0.32% of 350,000 active | FAM/BHQ RNA-DNA oligo cleavage fluorescence, 5 h | activation, % at 20 µM | P0AE70 | AID 504720; in the data active = activation above about 50%
Target sequence (P0AE70 whole entry, looked up): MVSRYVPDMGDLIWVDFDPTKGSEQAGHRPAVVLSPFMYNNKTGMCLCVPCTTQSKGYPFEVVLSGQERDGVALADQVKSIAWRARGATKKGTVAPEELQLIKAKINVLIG
BioA inh – BioA (M. tuberculosis) enzyme inhibition; 0.096% of 360,000 active; purified M. tuberculosis BioA enzyme, plate reader; inhibition, % at 9.99 µM; in the data active = inhibition above about 40%; inconclusive = no clear call, values can overlap the other calls
BoNT F protease – BoNT F light chain protease inhibition | Multiplex microsphere protease cleavage assay, flow cytometry | inhibition, % at 10 µM | 0.22% of 360,000 active | AID 588497; in the data active = inhibition above about 35%, passing the limit was not always enough; inconclusive = no clear call, values can overlap the other calls; note: plate controls were buffer without enzyme for full effect and enzyme alone for no effect
Rv3671c protease – Rv3671c (M. tuberculosis) protease inhibition; P9WHR9; inhibition, % at 5.96 µM; 0.048% of 320,000 active; in the data active = inhibition above about 38%;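 note: extracellular domain of Rv3671c used as enzyme; 0% = enzyme with DMSO and 100% = no enzyme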
Target sequence (P9WHR9 whole entry, looked up, the tested form may be a part): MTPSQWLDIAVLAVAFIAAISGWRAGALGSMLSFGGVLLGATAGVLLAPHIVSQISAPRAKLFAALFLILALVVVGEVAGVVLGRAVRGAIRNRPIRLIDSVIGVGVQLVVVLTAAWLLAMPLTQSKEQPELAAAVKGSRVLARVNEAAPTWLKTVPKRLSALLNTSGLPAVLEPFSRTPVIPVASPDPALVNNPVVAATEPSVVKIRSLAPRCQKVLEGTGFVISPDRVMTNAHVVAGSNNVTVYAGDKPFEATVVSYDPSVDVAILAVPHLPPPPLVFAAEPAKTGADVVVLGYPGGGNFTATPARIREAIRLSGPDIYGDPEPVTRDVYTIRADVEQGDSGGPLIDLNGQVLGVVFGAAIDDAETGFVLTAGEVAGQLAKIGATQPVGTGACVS
PrPC TRFRET – cell surface PrPC inhibition, primary TR-FRET screen; P04156; TR-FRET read-out; inhibition, % at 13.8 µM; 0.43% of 370,000 active; AID 720596; in the data active = inhibition above about 24%; note: 0% = median of the test wells and 100% = reference compound wells
UGM FP inh – Mtb UDP-galactopyranose mutase inhibition; purified UGM, fluorescence polarization probe displacement; inhibition, % at 10 µM; 0.06% of 320,000 active; in the data active = inhibition above about 10%, passing the limit was not always enough; inconclusive = no clear call, values can overlap the other calls
GDH-TPI inh – counter-screen for M. tuberculosis FBA inhibitors: GDH-TPI coupled enzymes; GDH-TPI coupled enzyme counterscreen, NADH absorbance; inhibition, % at 4.8 µM; 1.2% of 360,000 active; AID 588335; in the data active = inhibition above about 30%;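 note: 0% = DMSO wells and 100% = wells lacking the enzyme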
FadD28 FP inh – inhibitors of Mycobacterium tuberculosis FadD28 bisubstrate binding; FadD28 bisubstrate probe binding, fluorescence polarization; inhibition, % at 12.5 µM; 0.22% of 360,000 active; AID 588549; in the data active = inhibition above about 8.5%, passing the limit was not always enough; inconclusive = no clear call, values can overlap the other calls
Numbers without * were called inactive; ? = inconclusive; . = not tested or not shown.

1	O=C(Cc1ccc(-c2ccccc2)cc1)NCc1ccccc1
2	CCc1nn2c(=O)c(S(=O)(=O)Nc3ccccc3)c(C)nc2s1
3	CC(=O)N[C@H]1[C@H]([C@H](O)[C@H](O)CO)OC(C(=O)O)=C[C@@H]1O
4	CCOc1ccc(C(=O)N/N=C/c2ccccc2[N+](=O)[O-])cc1
5	COC(=O)CNC(=O)Cn1cnc2sc(C)c(S(=O)(=O)N3CCN(c4ccccc4OC)CC3)c2c1=O
6	COc1ccc(-c2csc(NCCc3nc4cc(Cl)c(N5CCCCC5)cc4n3CCOCCO)n2)cc1
screen / no.	1	2	3	4	5	6
FBA Mtb inh	2	1	3	3	-7	1
MazF activator	0	9	7	16	3	-9
BioA inh	-1.5	-0.3	1.9	.	-2.2	-1.0
BoNT F protease	11	13	-1	2	-2	-4
Rv3671c protease	-14	0	-5	-11	-1	5
PrPC TRFRET	6	3	3	-29	-2	4
UGM FP inh	3.0	0.7	-0.7	-2.9	-3.4	0.5
GDH-TPI inh	7	-2	5	9	-6	0
FadD28 FP inh	1.9	-2.1	-1.4	-3.4	-4.3	-1.5

7	CC(=O)N1CCN=C1SCc1cccc(F)c1
8	Cc1cc(C)c2c(=O)[nH]c(SCc3ccc([N+](=O)[O-])cc3)nc2n1
9	O=C1c2ccc(Oc3ccc([N+](=O)[O-])cc3)cc2C(=O)N1c1ccncc1
10	C=CCn1c(SCC(=O)NCCCO)nc2sc3c(c2c1=O)CCC3
11	COc1ccccc1N(C)S(=O)(=O)c1ccc(Cl)c(C(=O)NC2=NCCS2)c1
12	Cc1ccc(NC2=CC(=O)CC(c3ccc(Cl)cc3)C2)cc1 (stereo unspecified)
screen / no.	7	8	9	10	11	12
FBA Mtb inh	4	2	1	-2	1	2
MazF activator	-4	8	7	9	2	2
BioA inh	-2.9	.	-1.8	2.1	-0.5	.
BoNT F protease	-2	0	-2	?	-4	4
Rv3671c protease	2	-9	-6	4	1	1
PrPC TRFRET	2	1	4	-6	3	6
UGM FP inh	2.9	-2.0	2.5	2.0	1.8	1.0
GDH-TPI inh	13	2	-1	13	-2	8
FadD28 FP inh	-0.7	-2.6	-1.4	0.4	0.7	-2.5

13	COc1cccc(-c2cc(C(=O)N3CCN(Cc4ccc5c(c4)OCO5)CC3)on2)c1
14	CC(NS(=O)(=O)c1ccc2c(c1)OCCCO2)C(=O)O (stereo unspecified)
15	O=C(CSc1nnc(CNc2ccc(F)cc2)n1CC1CCCO1)N1CCOCC1 (stereo unspecified)
16	CCn1c2ccccc2c2nnc(SCC(N)=O)nc21
17	COCc1nnc(NC(=O)c2cccc(NC(=O)C(C)C)c2)s1
18	COc1cc(CN2CCC(CO)(Cc3cccc(C(F)(F)F)c3)CC2)ccc1F
screen / no.	13	14	15	16	17	18
FBA Mtb inh	-1	0	-1	-5	2	0
MazF activator	7	5	14	-3	12	-2
BioA inh	-0.3	.	-0.3	3.4	-2.1	.
BoNT F protease	-18	-1	-8	-4	-14	-3
Rv3671c protease	2	3	.	1	-1	4
PrPC TRFRET	-9	-1	0	-4	1	-3
UGM FP inh	2.6	-0.7	.	2.9	0.6	-0.1
GDH-TPI inh	6	-1	-5	8	6	8
FadD28 FP inh	-5.6	-2.7	0.6	-2.6	-3.0	-4.4

Ordered by count of non-hydrogen atoms (high to low): some entries from above.
6	COc1ccc(-c2csc(NCCc3nc4cc(Cl)c(N5CCCCC5)cc4n3CCOCCO)n2)cc1
5	COC(=O)CNC(=O)Cn1cnc2sc(C)c(S(=O)(=O)N3CCN(c4ccccc4OC)CC3)c2c1=O
13	COc1cccc(-c2cc(C(=O)N3CCN(Cc4ccc5c(c4)OCO5)CC3)on2)c1
15	O=C(CSc1nnc(CNc2ccc(F)cc2)n1CC1CCCO1)N1CCOCC1 (stereo unspecified)
11	COc1ccccc1N(C)S(=O)(=O)c1ccc(Cl)c(C(=O)NC2=NCCS2)c1
9	O=C1c2ccc(Oc3ccc([N+](=O)[O-])cc3)cc2C(=O)N1c1ccncc1
10	C=CCn1c(SCC(=O)NCCCO)nc2sc3c(c2c1=O)CCC3
8	Cc1cc(C)c2c(=O)[nH]c(SCc3ccc([N+](=O)[O-])cc3)nc2n1
screen / no.	6	5	13	15	11	9	10	8
FBA Mtb inh	1	-7	-1	-1	1	1	-2	2
MazF activator	-9	3	7	14	2	7	9	8
BioA inh	-1.0	-2.2	-0.3	-0.3	-0.5	-1.8	2.1	.
BoNT F protease	-4	-2	-18	-8	-4	-2	?	0
Rv3671c protease	5	-1	2	.	1	-6	4	-9
PrPC TRFRET	4	-2	-9	0	3	4	-6	1
UGM FP inh	0.5	-3.4	2.6	.	1.8	2.5	2.0	-2.0
GDH-TPI inh	0	-6	6	-5	-2	-1	13	2
FadD28 FP inh	-1.5	-4.3	-5.6	0.6	0.7	-1.4	0.4	-2.6

17	COCc1nnc(NC(=O)c2cccc(NC(=O)C(C)C)c2)s1
12	Cc1ccc(NC2=CC(=O)CC(c3ccc(Cl)cc3)C2)cc1 (stereo unspecified)
14	CC(NS(=O)(=O)c1ccc2c(c1)OCCCO2)C(=O)O (stereo unspecified)
7	CC(=O)N1CCN=C1SCc1cccc(F)c1
screen / no.	17	12	14	7
FBA Mtb inh	2	2	0	4
MazF activator	12	2	5	-4
BioA inh	-2.1	.	.	-2.9
BoNT F protease	-14	4	-1	-2
Rv3671c protease	-1	1	3	2
PrPC TRFRET	1	6	-1	2
UGM FP inh	0.6	1.0	-0.7	2.9
GDH-TPI inh	6	8	-1	13
FadD28 FP inh	-3.0	-2.5	-2.7	-0.7

Other records
19	CCCCn1c(=O)[nH]c(=O)c2c1nc(-c1ccccc1OC(F)F)n2C
20	CCCCOc1ccc(NC(=O)CSc2nnnn2C)cc1
21	CCCC(=O)Nc1cccc(NC(=O)c2ccc([N+](=O)[O-])cc2Cl)c1
22	CCn1cc(C(=O)NC2CCCCC2)c(=O)c2ccc(C)nc21
23	CCOC(=O)c1ccsc1NC(=O)c1ccco1
24	CCc1nc2ccc(C(=O)N(C)CCN(C)C)cn2c1N(C)CCC(C)C
screen / no.	19	20	21	22	23	24
FBA Mtb inh	10	2	-5	5	2	-3
MazF activator	6	7	4	-12	-2	.
BioA inh	1.8	-1.6	.	-0.5	-0.7	0.1
BoNT F protease	12	-14	-6	1	0	0
Rv3671c protease	1	-2	-7	10	-1	.
PrPC TRFRET	5	-1	-30	-3	-1	-9
UGM FP inh	-1.8	-1.8	0.5	2.0	0.2	.
GDH-TPI inh	7	8	-6	0	19	10
FadD28 FP inh	-0.9	1.6	-3.9	-1.7	-0.9	-1.7

25	COc1cc(C(=S)N2CCC(C(N)=O)CC2)ccc1O
26	COc1ccc(CC(=O)Nc2ccc(S(=O)(=O)NC(C)C)cc2)cc1
27	COC(=O)C1=C(C)OC(N)=C(C#N)C1c1ccc(OC)c(OC)c1OC (stereo unspecified)
28	COc1ccccc1C=NNC(=O)NN=Cc1ccccc1OC
29	Cc1ccccc1NC(=O)c1c(F)c(F)c(F)c(F)c1F
30	CCCc1ncc(C[n+]2ccccc2C)c(N)n1
31	CC(C)Sc1nnc([C@H](Cc2ccccc2)NC(=O)OC(C)(C)C)o1
screen / no.	25	26	27	28	29	30	31
FBA Mtb inh	4	0	2	-2	1	-1	0
MazF activator	-4	3	-5	7	-6	9	7
BioA inh	-1.9	1.1	-0.7	0.5	-2.6	0.5	-0.3
BoNT F protease	?	6	2	-6	-5	0	-10
Rv3671c protease	-1	5	3	.	1	5	-3
PrPC TRFRET	-3	5	1	-3	-2	10	12
UGM FP inh	-0.2	-3.6	-1.5	.	-2.1	1.3	2.4
GDH-TPI inh	-7	12	10	31*	15	5	-7
FadD28 FP inh	-2.8	0.0	-1.4	-3.8	-0.7	-0.6	-2.4

Screening results from PubChem BioAssay.
